Bioassay records: PubChem, several laboratories
PKA-R1A act = PKA-R1A complex activation; P00514+P68181; PKA-R1A dissociation, Cy5-IP20 fluorescence polarization; scaled: DMSO 0%, 113 µM cGMP 100%; activation, % at 11.4 µM; actives 0.083% (n = 340,000);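 active = percent activation above the mean of all tested compounds plus 3 SD, cut at about 19% in these data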;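 also: higher means more PKAc released from R1A so a rise in polarization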
PfHsp90 yeast 2 = inhibits growth of yeast expressing Plasmodium falciparum Hsp90. S. cerevisiae expressing PfHsp90, BacTiter-Glo ATP, 48 h; yeast lacking PDR1 and PDR3 efflux regulators. inhibition, % at 9.4 µM. actives 0.32% (n = 310,000). AID 504621;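 active = every replicate shows inhibition above about 80%, whatever the replicate mean, limit read from the data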;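 also: 0% = DMSO neutral controls and 100% = 20 µM radicicol positive controls; yeast relying on Plasmodium falciparum Hsp90 in place of its own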
Pemphigus Ab inh = inhibitors of pemphigus antibody binding to human desmoglein-3 | DSG3-coupled beads, scFv-anti-DSG3-GFP binding, flow cytometry; stronger effect = lower value | binding (percent of control), % at 10 µM | actives 0.48% (n = 310,000) | AID 588358;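 active = binding more than 3 SD below its plate's average and above zero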;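 also: hits lower antibody fragment binding to DSG3; some compounds called inactive have numbers as strong as hits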
MOR-DOR ag = OPRM1-OPRD1 heterodimerization agonism. P35372+P41143. actives 0.3% (n = 340,000). cells, luminescence. activation, % at 9.3 µM; in the data active = activation above about 18%;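 also: 0% = vehicle-treated cells and 100% = reference agonist; values of inactives mirror those of a sister screen read the other way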
Target sequence (P35372 whole entry, looked up): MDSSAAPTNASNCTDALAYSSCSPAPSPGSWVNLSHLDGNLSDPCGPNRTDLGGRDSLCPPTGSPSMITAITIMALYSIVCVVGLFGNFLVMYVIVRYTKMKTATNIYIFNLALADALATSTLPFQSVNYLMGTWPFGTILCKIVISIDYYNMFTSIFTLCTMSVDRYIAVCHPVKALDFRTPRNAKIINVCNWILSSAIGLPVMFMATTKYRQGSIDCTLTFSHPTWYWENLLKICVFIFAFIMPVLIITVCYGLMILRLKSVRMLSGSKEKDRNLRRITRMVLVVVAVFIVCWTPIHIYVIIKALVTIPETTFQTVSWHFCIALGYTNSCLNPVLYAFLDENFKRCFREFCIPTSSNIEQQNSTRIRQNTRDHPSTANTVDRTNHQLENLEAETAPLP
Target sequence (P41143 whole entry, looked up): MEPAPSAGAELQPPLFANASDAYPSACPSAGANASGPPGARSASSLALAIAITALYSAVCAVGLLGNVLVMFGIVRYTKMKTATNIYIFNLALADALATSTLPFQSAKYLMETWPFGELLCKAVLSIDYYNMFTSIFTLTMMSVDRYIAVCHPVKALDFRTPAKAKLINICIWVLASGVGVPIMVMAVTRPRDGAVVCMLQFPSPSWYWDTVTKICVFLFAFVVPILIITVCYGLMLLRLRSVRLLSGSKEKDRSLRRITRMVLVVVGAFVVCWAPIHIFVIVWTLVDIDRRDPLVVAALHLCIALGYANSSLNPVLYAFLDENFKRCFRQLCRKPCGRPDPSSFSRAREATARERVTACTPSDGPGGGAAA
phage Ecoli inh = E. coli growth loss with phage present; growth absorbance; inhibition, % at 11.9 µM; actives 0.26% (n = 360,000); in the data active = inhibition above about 11%
Arrestin-AP2 inh = blocks beta-arrestin peptide binding to AP2 adaptin. FITC-arrestin peptide / GST-AP2 beads, flow cytometry; AP2 beta2 appendage carries R879A mutation. inhibition, % at 10 µM. actives 0.31% (n = 340,000). AID 504490;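 active = inhibition above a set limit, near 3 SD of compounds lacking own fluorescence, cut at about 54% in these data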;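 also: plate controls were DMSO wells for no effect and 5 µM unlabelled arrestin peptide for full effect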
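System: GST-AP2 R879A glutathione beads | Also added: FITC-arrestin peptide, 50 nM | Times: 12 min plus 1 h, RT | Signal: Bead flow cytometry, FITC channel | Buffer or medium: PBS with 0.05% Tween 20 and 0.1% BSA | Read-out basis: Percent drop in bead-associated FITC signal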
Ecoli viability = bacterial growth inhibition, counter-screen for AddAB inhibitors; actives 0.27% (n = 330,000); inhibition, % at 11.9 µM; E. coli V3065 growth, OD600 absorbance, 18 h; AID 449728;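 active = inhibition above the campaign's mean inhibition across all tested compounds plus 3 SD, cut at about 9.9% in these data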;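 also: uninfected addAB+ strain grown without phage in ampicillin broth; 0% = DMSO wells and 100% = ciprofloxacin 0.95 µg/ml wells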
AddAB inh = less growth of phage-infected E. coli with AddAB; E. coli expressing H. pylori AddAB, absorbance growth; inhibition, % at 11.9 µM; actives 0.29% (n = 330,000); AID 435030; in the data active = inhibition above about 12%;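 also: 0% = vehicle wells of infected cells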
SUMO Mot1 rescue = blocks SUMOylation pathway, rescuing yeast Mot1-301 growth; S. cerevisiae Mot1-301 growth rescue, ATP luminescence, 38.5C; percent above DMSO median, 100 means doubled; growth rescue, % at 18.8 µM; actives 1% (n = 320,000);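 active = every valid replicate shows activation above 250% relative to neutral control wells; inactive = the rest, any valid replicate at or below 250%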;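 also: OY570 slx delta 5 strain wells were the positive control but not used for scaling; some compounds called inactive have numbers as strong as hits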
OPRM1-OPRD1 inv = mu-delta opioid heterodimer inverse agonism | cell-based MOR-DOR heterodimer luminescence | P35372+P41143 | inhibition, % at 9.3 µM | actives 0.21% (n = 340,000) | AID 504357; in the data active = inhibition above about 22%, passing the limit was not always enough;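 also: 0% = cells with DMSO and 100% = wells without cells with DMSO; values of inactives mirror those of a sister screen read the other way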
Tat transport = blocks Tat-dependent protein export in E. coli; AID 488895; E. coli MC4100 TorA-mCherry Tat export, fluorescence; actives 0.036% (n = 340,000); inhibition, % at 10 µM;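 active = mean replicate inhibition at least 50% and at least half of replicates individually reaching 50%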;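 also: exported cargo escapes ClpAP degradation while cytoplasmic cargo is degraded and loses fluorescence; 0% = median of neutral control wells and 100% = median of NaSCN control wells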
Active calls of the source: *; i = inactive; nt = no result given.

Compound	PKA-R1A act	PfHsp90 yeast 2	Pemphigus Ab inh	MOR-DOR ag	phage Ecoli inh	Arrestin-AP2 inh	Ecoli viability	AddAB inh	SUMO Mot1 rescue	OPRM1-OPRD1 inv	Tat transport
CCCN(CCC)CCCNC(=O)c1cc2c(=O)[nH]c3ccccc3c2n1C	-4.9	-27.3	101.6	-3.7	5.0	-17.1	0.7	0.0	484.5	17.2	4.1
O=C(COc1ccccc1Cl)N1N=C(c2cccs2)CC1c1ccco1 (stereo unspecified)	-0.7	nt	105.6	-0.2	0.5	4.0	-0.7	0.9	48.5	0.8	6.8
CCc1ccc(-c2n[nH]c(=O)c3ccccc23)cc1	-0.7	-4.3	111.5	-2.6	1.8	8.0	1.0	-1.3	-24.6	11.7	-8.7
O=C(NCc1ccccn1)Nc1cc(Cl)cc(Cl)c1	-12.2	12.6	106.1	-2.2	6.0	-3.2	0.2	2.0	-15.0	9.0	-2.6
O=C(OCCN1C(=O)c2ccccc2C1=O)c1cccs1	-2.3	-0.7	103.9	-2.5	4.3	-56.5	-3.4	-0.1	-16.3	14.0	-6.7
Cc1cc(C)n2nc(CNS(=O)(=O)c3ccc([N+](=O)[O-])cc3)nc2n1	-8.8	7.3	92.8	3.6	-2.4	8.6	0.2	-0.4	229.4	-17.9	-1.8
CCc1c(C)nc2ncnn2c1NCCc1ccc(Cl)cc1	-2.8	8.9	115.3	-0.6	2.8	5.3	3.6	1.9	-6.2	2.7	-2.7
Cc1ccc(NC(=O)Cn2nnc3ccccc3c2=O)cc1	-5.8	17.9	106.8	0.3	1.1	-4.1	-1.0	2.6	4.3	-1.5	-1.3
C#Cc1ccc([C@@H]2C=C(C(=O)N3CCN(Cc4ccc5c(c4)OCO5)CC3)O[C@H](OCCCCO)C2)cc1	-0.8	5.8	100.5	-0.9	2.8	-4.0	-0.5	-0.5	0.6	4.7	-2.8
COc1ccc(CC(NC(C)=O)C(=O)N2CCN(C(=O)Nc3cccc(F)c3)CC2)cc1OC (stereo unspecified)	-15.2	-9.4	86.5	-1.8	2.3	-5.7	-0.3	1.8	3.1	11.5	-2.4
CCC(=O)N1CCc2cc(S(=O)(=O)NCCC(=O)N3CCN(c4cccc(OC)c4)CC3)ccc21	4.0	2.4	95.5	2.2	4.0	13.3	3.0	3.0	30.7	-11.8	2.9
CCC/C=N/NC(=O)c1[nH]c2c([N+](=O)[O-])cccc2c1C	-8.9	-12.2	98.1	-1.0	1.2	-0.6	1.2	2.1	79.2	7.1	3.4
CC1CN(/C=C/C=O)C(C)CC1OC(=O)c1ccccc1 (stereo unspecified)	-0.8	1.2	102.2	-0.2	0.6	8.3	-1.9	-0.7	-4.6	1.0	3.7
Oc1ccc(N=Nc2c(O)ccc3ccccc23)cc1	-9.4	126.8*	101.2	-1.4	3.1	8.5	12.8*	13.3*	92.6	7.9	-5.4
CN(Cc1ccccc1)C(=O)c1cccnc1	-5.7	-5.2	97.6	-3.5	-0.9	-2.9	-1.7	1.6	-5.0	16.3	-6.4
O=C(CSCc1ccc([N+](=O)[O-])cc1)N/N=C/c1cccnc1	-11.5	12.9	96.7	-0.4	5.0	25.6	-0.3	5.0	108.0	2.2	0.2
COc1cc(S(=O)(=O)N2CCCCCC2)ccc1-n1cnnn1	-8.1	-3.9	99.7	-1.8	2.5	0.7	1.2	3.1	140.6	10.0	-7.2
CCCCn1c(N)c(N(CC(C)C)C(=O)c2cc(C)oc2C)c(=O)[nH]c1=O	0.6	-8.1	117.9	1.7	1.0	1.4	0.4	2.6	-5.3	-7.0	24.3
COc1cc(OC)c(OC)cc1/C=C/c1ccnc2ccccc12	2.4	1.1	92.4	1.4	2.9	16.4	nt	nt	nt	-7.1	-8.3
Cc1c(NC(=O)C(=O)/C=C(\O)c2ccc(Br)cc2)c(=O)n(-c2ccccc2)n1C	-5.4	14.3	98.8	-3.0	0.4	30.5	-1.6	1.2	4.4	15.6	3.0
CC1CCCC(C)N1S(=O)(=O)c1ccc(S(=O)(=O)NCCc2ccncc2)cc1 (stereo unspecified)	-4.4	10.4	107.0	-1.4	3.5	-2.1	-0.7	0.3	7.4	8.2	6.7
COC(=O)c1ccc(Nc2nnc(-c3ccc(C)c(S(=O)(=O)NCC4CCCO4)c3)c3ccccc23)cc1 (stereo unspecified)	-5.8	10.4	99.2	-3.2	3.5	31.2	-0.1	0.8	-3.4	16.8	7.3
COc1cc2sc3cc(NCc4ccc5c(c4)OCO5)ccc3c(=O)c2cc1OC	-6.8	-5.3	102.8	0.7	1.2	27.7	-0.3	4.2	-3.5	-4.0	1.7
CC(C)c1ccc(-c2c(NCCc3ccccc3)c(=O)c2=O)cc1	-7.7	1.0	85.1	-0.8	-1.8	6.2	1.4	0.2	-6.9	4.4	10.3
COc1ccc(-c2cnc(N)nc2-c2ccc(OC)cc2)cc1	-3.0	9.5	nt	-3.5	4.3	-7.1	-0.9	1.9	10.4	15.8	-8.8
O=C(CCCCl)N1CCc2[nH]c3ccccc3c2C1	-4.4	-20.5	113.4	0.5	4.2	1.2	nt	nt	nt	-3.5	2.1
O=C(CSc1n[nH]c(-c2ccncc2)n1)Nc1ccc(Br)cc1	-8.5	0.5	nt	0.2	2.5	6.4	2.6	2.6	141.5	-1.0	0.1
O=C(NC1CC1)c1cccc(NC(=O)C2CCC2)c1	-6.8	24.4	98.5	-3.3	3.1	-14.7	nt	nt	nt	15.2	-0.7
Cc1cc(NC(=O)CSc2nc3cc(Cl)ccc3c(=O)n2Cc2ccco2)no1	-1.2	-6.0	nt	-2.7	1.9	47.2	0.3	1.5	5.7	12.7	-7.2
Cc1ccc(-n2nc(C)c(=O)c(-c3ccccc3)c2NC(=O)C(C)C)cc1	nt	nt	104.9	nt	0.3	11.8	1.6	1.9	-21.6	nt	nt

Part of the list above in a different format:
The line under a structure holds: PKA-R1A act | PfHsp90 yeast 2 | Pemphigus Ab inh | MOR-DOR ag | phage Ecoli inh | Arrestin-AP2 inh | Ecoli viability | AddAB inh | SUMO Mot1 rescue | OPRM1-OPRD1 inv | Tat transport
> COc1ccc(-c2cnc(N)nc2-c2ccc(OC)cc2)cc1
→ -3.0 | 9.5 | nt | -3.5 | 4.3 | -7.1 | -0.9 | 1.9 | 10.4 | 15.8 | -8.8
> O=C(CCCCl)N1CCc2[nH]c3ccccc3c2C1
→ -4.4 | -20.5 | 113.4 | 0.5 | 4.2 | 1.2 | nt | nt | nt | -3.5 | 2.1
> O=C(CSc1n[nH]c(-c2ccncc2)n1)Nc1ccc(Br)cc1
→ -8.5 | 0.5 | nt | 0.2 | 2.5 | 6.4 | 2.6 | 2.6 | 141.5 | -1.0 | 0.1
> O=C(NC1CC1)c1cccc(NC(=O)C2CCC2)c1
→ -6.8 | 24.4 | 98.5 | -3.3 | 3.1 | -14.7 | nt | nt | nt | 15.2 | -0.7

The results go on:
Compound	PKA-R1A act	PfHsp90 yeast 2	Pemphigus Ab inh	MOR-DOR ag	phage Ecoli inh	Arrestin-AP2 inh	Ecoli viability	AddAB inh	SUMO Mot1 rescue	OPRM1-OPRD1 inv	Tat transport
COc1ccc(C(=O)COC(=O)C2CCC(=O)N2)cc1 (stereo unspecified)	-8.1	7.4	101.2	-0.4	3.1	-6.1	1.9	1.4	-11.9	1.7	13.8
O=C(NCCC1=CCCCC1)C(=O)c1c[nH]c2ccccc12	6.6	13.0	nt	3.7	1.8	3.6	-0.2	1.4	-23.1	-19.0	-1.8
Cc1ncc(CC(=O)n2cc(C(=O)c3cc(F)ccc3O)cn2)s1	-17.2	13.2	102.8	-2.0	2.9	-1.4	-0.2	1.4	20.9	11.4	10.6
Fc1cccc(CN2CCN(c3ncccn3)CC2)c1	2.1	-33.4	100.8	0.0	1.7	17.1	-0.7	-0.5	21.1	-0.2	-2.1
COc1sc(SC)cc1/C=N/NC(=O)c1ccncc1	-4.2	6.8	105.1	0.0	-2.2	-10.2	1.1	4.6	60.0	0.1	-5.6
N#Cc1c(Cl)nsc1NN	-6.7	-8.6	100.1	3.8	1.6	-3.1	1.0	5.7	-8.1	-21.4	-6.7
NC(=O)c1ccccc1O	1.7	-3.7	108.8	-3.0	4.1	1.9	-2.2	-4.8	45.4	16.5	10.9
CC(Sc1ccc(Br)cc1)C(N)=O (stereo unspecified)	-1.9	6.6	nt	-1.5	2.3	-9.5	-2.2	-0.2	11.1	9.2	20.8
COc1cccc(CN(C)c2nc(-c3cccs3)nc3ccccc23)c1	-0.7	-29.0	104.2	2.5	3.6	55.0*	0.9	3.4	i	-18.3	2.1
CCOc1ccccc1N1CC(C(=O)N(Cc2nnc(-c3ccccc3Cl)o2)C2CC2)CC1=O (stereo unspecified)	-2.2	-4.1	103.8	-1.8	-1.9	0.8	1.8	-3.9	87.2	11.7	-14.2
C[C@H](NC(=O)C1CC(=O)N(c2ccc3c(c2)OCCO3)C1)C(=O)N1CCC(C(=O)O)CC1 (stereo partly specified)	4.9	0.1	101.6	-1.0	-1.4	4.5	-2.7	5.4	-8.6	5.5	0.5
COc1cc(C(=O)NCC(c2ccco2)N2CCCC2)ccc1OCc1ccc(Cl)cc1Cl (stereo unspecified)	-3.3	-3.0	117.0	7.0	1.6	-10.9	nt	nt	nt	-27.8	3.4
CCC(C)c1ccc(-c2cc(C(=O)OCC(=O)Nc3cc(C)on3)c3ccccc3n2)cc1 (stereo unspecified)	12.9	-11.3	107.8	-2.6	1.5	0.3	-1.9	-3.2	-13.4	14.4	-4.9
CCC(=O)N1CCCc2cc(S(=O)(=O)NCc3cccs3)ccc21	-6.3	31.1	nt	-1.9	2.1	21.7	-0.2	-1.5	-2.8	11.7	-5.0
CN(C)CCNC(=O)C(C(=O)c1ccccc1)n1ccccc1=O (stereo unspecified)	6.0	nt	104.5	-3.8	-1.2	-0.6	-0.1	0.2	64.4	17.1	0.2
Cc1ccc(-c2nc3ccccc3c(=O)n2CCCN2CCOCC2)cc1	-1.4	-4.5	100.7	-0.5	-0.1	7.8	-0.8	-0.3	3.5	2.7	1.8
COc1ccc(Cc2nnc(NC(=O)Cc3cccs3)s2)cc1	-1.5	-24.7	97.8	-0.4	nt	5.5	nt	nt	nt	2.0	5.5
CCOc1cc(C(=O)N(Cc2ccccc2)c2ccc(C)cc2)ccc1OCC(=O)N1CCOCC1	-9.2	-8.1	112.2	0.4	0.5	-1.9	nt	nt	nt	-1.7	0.3
CCOc1ccccc1N1CCN(C(=O)c2csc(C)c2CC)CC1	-5.5	nt	116.5	-1.8	0.5	-6.9	1.7	0.2	94.5	8.7	-3.1
